Pol beta inh = qHTS Assay for Inhibitors of DNA Polymerase Beta; Pol beta primer extension/strand displacement, fluorescence kinetic; Potency, µM (top dose mostly 114 µM), for inactives: top-dose activity change, negative = inhibition, most hits filed as inhibitors; AID 485314, 2010; 340,000 compounds, 1.3% hits; note: potency is the fitted concentration of half-maximal effect; % is set by controls: 0 for no effect and ±100 for the full control effect
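Homogeneous kinetic assay of primer extension and strand displacement by 10 nM Pol beta, preincubated 15 min at room temperature with compound before 50 nM substrate (final) was added. Read at 0 and 10 min; four-parameter Hill fit.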
RXFP1 antagonist = qHTS Assay for Antagonists of the Relaxin Receptor RXFP1. 350,000 compounds, 0.59% hits. HEK293-RXFP1, relaxin-stimulated cAMP HTRF, 30 min; active compounds read low. AID 1259400, 2018. activity change, negative = inhibition, % at 57.5 µM;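 active = activity change of -60% or lower, but not beyond a set lower limit; inconclusive = change between -60% and -40%, or beyond the set limit; inactive = change above -40%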; note: % is set by controls: 0 for no effect and ±100 for the full control effect
Target sequence (Q9HBX9 whole entry, looked up): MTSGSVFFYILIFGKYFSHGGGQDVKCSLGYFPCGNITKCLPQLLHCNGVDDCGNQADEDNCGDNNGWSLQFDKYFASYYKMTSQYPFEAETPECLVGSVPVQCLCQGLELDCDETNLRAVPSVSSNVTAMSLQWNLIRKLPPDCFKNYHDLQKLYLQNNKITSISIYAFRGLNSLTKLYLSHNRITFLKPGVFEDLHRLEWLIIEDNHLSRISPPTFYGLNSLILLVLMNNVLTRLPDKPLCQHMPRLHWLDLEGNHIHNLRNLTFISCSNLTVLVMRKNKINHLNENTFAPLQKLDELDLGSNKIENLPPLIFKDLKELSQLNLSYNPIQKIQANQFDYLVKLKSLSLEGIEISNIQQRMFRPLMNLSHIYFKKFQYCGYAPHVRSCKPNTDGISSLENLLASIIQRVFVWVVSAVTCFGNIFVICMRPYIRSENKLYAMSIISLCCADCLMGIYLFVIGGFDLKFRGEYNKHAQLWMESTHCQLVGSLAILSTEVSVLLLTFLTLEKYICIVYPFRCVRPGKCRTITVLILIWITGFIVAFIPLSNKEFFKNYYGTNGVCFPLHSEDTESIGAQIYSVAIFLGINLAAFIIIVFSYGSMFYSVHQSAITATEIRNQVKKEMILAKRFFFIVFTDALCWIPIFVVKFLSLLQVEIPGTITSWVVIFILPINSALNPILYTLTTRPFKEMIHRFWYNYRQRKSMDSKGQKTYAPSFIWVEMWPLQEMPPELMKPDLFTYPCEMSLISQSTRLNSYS
POLI inh = qHTS for Inhibitors of Polymerase Iota | DNA polymerase iota (Homo sapiens), Q9UNA4 | Pol iota fluorescent replication assay, 10 min | Potency, µM (highest dose often 115 µM), inactives show at the highest dose activity, negative = inhibition, hits mostly inhibitors | 390,000 compounds, 1% hits | AID 588590, 2011; note: potency is the fitted concentration of half-maximal effect
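Fluorescent replication assay read twice, at 0 min and 10 min after adding 50 nM (final) substrate. Enzyme (10 nM) and compounds were first incubated 15 min at room temperature; enzyme-free buffer wells were negative controls.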
Anesthetic bind = qHTS Assay for Identification of Novel General Anesthetics; Ferritin light chain (Equus caballus), P02791; apoferritin/1-aminoanthracene competitive binding, fluorescence; Potency, µM (titrated, usually from 77.5 µM), for the others: at the highest dose activity change, negative = displacement, usual class: inhibitors; 350,000 compounds, 0.074% hits; AID 485281, 2010; note: potency is the fitted concentration of half-maximal effect; % is set by controls: 0 for no effect and ±100 for the full control effect; nearly all actives have a fitted effect of over 20% in size
Target sequence (P02791 2-175 limits assumed): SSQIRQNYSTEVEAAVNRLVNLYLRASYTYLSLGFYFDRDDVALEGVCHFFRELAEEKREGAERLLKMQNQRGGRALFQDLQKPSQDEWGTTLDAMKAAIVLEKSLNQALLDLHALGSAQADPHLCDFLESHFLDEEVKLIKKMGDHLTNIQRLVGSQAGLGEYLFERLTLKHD
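Steps: apoferritin (10 uM) was premixed with half-saturated 1-AMA in PBS, compounds were pin-transferred, plates stood 10 min at room temperature, fluorescence was read at 380/535 nm, and curves were fitted with a Hill equation.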
Pol kappa inh = qHTS for Inhibitors of Polymerase Kappa; purified Pol kappa, fluorescent DNA synthesis assay, 10 min; Potency, µM (series often up to 107 µM), without a hit: top-dose activity, negative = inhibition, actives largely listed as inhibitors; 400,000 compounds, 0.53% hits; note: potency is the fitted concentration of half-maximal effect; % is set by controls: 0 for no effect and ±100 for the full control effect
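Readout: fluorescence, taken kinetically at 0 and 10 min. Conditions: 10 nM Pol kappa, 15 min RT compound preincubation, 50 nM substrate final. Controls: enzyme-free buffer wells.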
BLM inh = qHTS Assay for Inhibitors of Bloom's syndrome helicase (BLM); 350,000 compounds, 0.2% hits; Potency, µM (top dose mostly 56.1 µM), for the others: at the highest dose activity change, negative = inhibition, actives largely listed as inhibitors; AID 2528, 2010; recombinant BLM DNA unwinding, fluorescence dequenching; RecQ-like DNA helicase BLM (Homo sapiens), P54132;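 note: potency is the fitted concentration of half-maximal effect; plate controls were vehicle for no effect and no enzyme for full effect; nearly all actives have a fitted effect of over 35% in size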
PGK inhibitor = qHTS Assay to Find Inhibitors of Phosphoglycerate Kinase; PGK/GAPDH coupled, Kinase-Glo luminescence, 60 min; Potency, µM (titrated, usually from 57.5 µM), inactives show at the highest dose activity change, negative = inhibition, actives largely listed as inhibitors; 380,000 compounds, 0.043% hits; AID 602233, 2012; note: potency is the fitted concentration of half-maximal effect; % is set by controls: 0 for no effect and ±100 for the full control effect; nearly all actives have a fitted effect of over 60% in size
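Recombinant glycosomal PGK reaction used 1,3-bisphosphoglycerate generated in-well by GAPDH (100nM final) in 100mM TEA pH 7.6, 5mM MgCl2, 0.01% Tween-20. After 60 minutes at room temperature, ATP was read by Kinase-Glo Plus luminescence end-point.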
APEX1 inh = qHTS Assay for Inhibitors of the Human Apurinic/apyrimidinic Endonuclease 1 (APE1); DNA repair nuclease/redox regulator APEX1 (Homo sapiens), P27695; recombinant APE1, TAMRA/BHQ-2 abasic DNA cleavage fluorescence; Potency, µM (highest dose often 65.8 µM), for inactives: top-dose activity change, negative = inhibition, usual class: inhibitors; 350,000 compounds, 0.35% hits; AID 2517, 2012;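 note: potency is the fitted concentration of half-maximal effect; plate controls were vehicle for no effect and reference inhibitor for full effect; nearly all actives have a fitted effect of over 55% in size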
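APE1 at 0.75 nM final was preincubated with compound 15 min at room temperature, then 50 nM double-stranded THF abasic-site substrate (5'-TAMRA/3'-BHQ-2) was added. Fluorescence (ex 525/em 598 nm) was read kinetically; third-minus-first read gave activity.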
Pol eta inh = qHTS for Inhibitors of Polymerase Eta; DNA polymerase eta (Homo sapiens), Q9Y253; recombinant Pol eta, fluorescent DNA replication assay; Potency, µM (titrated, usually from 114 µM), without a hit: top-dose activity change, negative = inhibition, usual class: inhibitors; 390,000 compounds, 1.2% hits; note: potency is the fitted concentration of half-maximal effect; % is set by controls: 0 for no effect and ±100 for the full control effect
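Pol eta (10 nM) was preincubated with compounds for 15 min at room temperature, after which fluorescent replication substrate (50 nM final) was added to start the reaction. Fluorescence was read kinetically at 0 and 10 min.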
Active calls of the source: *; i = inactive; ? = inconclusive; . = not tested or not shown; & = joins results of further samples; [ ] = dose if it differs, or a comment. Unless noted, calls come from the whole dose curve; as a rule, active = well fitted curve in the direction sought with a large enough effect; inconclusive = small, poorly fitted or top-dose-only effect, or another doubt; inactive = no such curve, though single readings can be large; an effect the other way counts as inactive or inconclusive. This is a subset; count on the stated rates, not on these rows.

Pol beta inh	RXFP1 antagonist	POLI inh	Anesthetic bind	Pol kappa inh	BLM inh	PGK inhibitor	APEX1 inh	Pol eta inh	SMILES
8%	2	-17%	-13%	-11%	2%	-7%	9%	-4%	Cc1cc(NC(=O)CC23CC4CC(C2)CC(CC(=O)Nc2cc(C)on2)(C4)C3)no1
34%	-1	57%[activator]	-5%	-14%	0%	7%	1%	-21%	COc1ccccc1NC(=O)CCSc1nnnn1C
.	-2	-2%	.	-2%	.	-6%	-4%	-6%	Cc1ccc(NC(=O)COC(=O)c2ccc(-n3cnnn3)cc2)c(Br)c1
-1%	16	1%[58.9 µM]	-18%	3%	-1%	-1%	-1%	-12%	Cc1nn(Cc2c(F)c(F)c(F)c(F)c2F)c(C)c1NC(=O)c1nn(C)cc1[N+](=O)[O-]
4%	9	54%[activator]	-23%	-16%	-8%	-4%	-1%	-12%	O=C(/C=C/c1ccc2c(c1)OCO2)NCCSCc1ccc(Cl)cc1Cl
-8%	8	12%	5%	1%	-1%	-3%	43%[activator]	-9%	COc1ccc(C)cc1NS(=O)(=O)c1ccc2c(c1)N(C(C)=O)CCO2
2%	.	5%	-9%	-9%	-4%	i	58%[activator]	-27%	CCc1ccc(NC(=O)C2CCN(S(=O)(=O)c3ccc4c(c3)CC(C)N4C(C)=O)CC2)cc1 (stereo not given)
.	-16	13%	.	-15%	.	6%	-3%	1%	O=C(COC(=O)c1ccco1)Nc1ccc(N2CCOCC2)cc1
?	-10	-29%	-5%	-1%[60.1 µM]	-4%	-6%	-5%	-9%	O=C(Cc1cccs1)Nc1ccc(-c2nnc(-c3ccco3)o2)cc1
.	1	?	.	-26%	.	i	30%	?	Cn1cccc1C(=O)OCC(=O)NCc1ccc2c(c1)OCO2
6.3µM*	10	2.2µM*	-23%	22µM*	-13%	25µM*	-45%	4µM*	O=C(O)c1cccc(N2C(=O)c3cc([N+](=O)[O-])cc4cc([N+](=O)[O-])cc(c34)C2=O)c1
21%	-16	14%	-5%	5%	0.71µM*	0%	5%	-7%	CCn1c(SCC(N)=O)nc2sc3c(c2c1=O)CCN(C)C3
6%	7	13%	-8%	-4%	3%	-7%	0%	-9%	O=C(NCCN1CCN(Cc2ccccc2)CC1)C1CC(=O)N(C2CCCC2)C1 (stereo not given)
26%	1	5%	-15%	-6%	6%	1%	-6%	-4%	O=C(/C=C/c1cccc(Cl)c1)Nc1ccncc1
44%	-2	28%	-4%	1%	-1%	-3%	17%	8%	COc1ccc(C(=O)Nc2ccc(N3CCN(Cc4ccccc4)CC3)cc2)cc1

Following part:
Pol beta inh	RXFP1 antagonist	POLI inh	Anesthetic bind	Pol kappa inh	BLM inh	PGK inhibitor	APEX1 inh	Pol eta inh	SMILES
30%	-9	14%	0%	12%	-2%	i	57%[activator]	-11%	COc1ccc(CCNC(=O)COc2cc(C)cc3oc(=O)cc(C)c23)cc1OC
14%	-18	5%	7%	-9%	-6%	6%[11.5 µM]	5%	-12%	O=C(NCc1cccnc1)c1cn(-c2ccccc2)nc1-c1cccs1
.	.	18%	.	-12%	.	-6%	.	-19%	CN1OC[C@@H]2CN(C(=O)CCc3ccccc3)[C@H](c3cccc(N4CCOCC4)c3)C[C@@H]21
12%	2	15%	2%	-15%	-16%	-9%	20%	8%	COc1cccc(OCC(=O)Nc2ccccc2C(N)=O)c1
-2%	-10	3%	-18%	-5%	3%	4%	0%	-7%	COc1ccc(NC(=O)c2c(F)c(F)c(F)c(F)c2F)cc1Cl
.	-2	-3%	.	-9%	.	-14%	.	-5%	O=C(NCCCNC(=O)NC1CCCCC1)NC1CCCCC1
.	.	10%	.	1%	.	9%	-7%	-3%	CC(C)(C)OC(=O)C[C@H]1C/C=C\C[C@@H](CC(=O)NCCO)C(=O)N[C@H](Cc2ccccc2)COC1=O
3%	-14	0%	7%	-3%	4%	i	31%[12.4 µM]	-6%	COc1ccccc1CNc1nc(C)c(C(C)=O)s1
-3%	-3	5%	?	-4%	-9%	i	1%	-11%	CCOC(=O)C(C(=O)OCC)C(C)(C)/C(C)=N\Nc1ccc([N+](=O)[O-])cc1[N+](=O)[O-]
35%	-2	17%	2%	0%	0%	i	6%	0%	O=C(NC1CCCCC1)C1CCCN(S(=O)(=O)c2cccc3cccnc23)C1 (stereo not given)
-15%	3	21%	-7%	-17%	-5%	-2%	3%	-6%	CCCC(=O)c1cc(F)c(N2CCN(C(=O)OCC)CC2)cc1C
7%	0	15%	-8%	-21%	0%	-3%	12%	5%	N#Cc1ccc(N2CCCC2C(=O)O)c([N+](=O)[O-])c1 (stereo not given)
9%	-3	0%	-7%	-11%	-2%	7%	-1%	-9%	CC(=O)NC1CC2CCCC(C1)N2CC(=O)Nc1ccccc1 (stereo not given)
-17%	.	-3%	-15%	0%	-10%	6%	14%	-17%	CCCn1c(C2CCCN2c2nc(-c3ccc(C)cc3)cs2)nc2ccccc21 (stereo not given)
24%	.	-18%	115%[activator]	-2%	-8%	-5%	-6%	-18%	Cc1cc(N2CCN(c3ccc(F)cc3)CC2)nc2cc(O)ccc12

More compounds:
Pol beta inh	RXFP1 antagonist	POLI inh	Anesthetic bind	Pol kappa inh	BLM inh	PGK inhibitor	APEX1 inh	Pol eta inh	SMILES
1%	16	-5%	-7%	-14%	-4%	-6%	2%	-9%	CCOc1ccc(S(=O)(=O)N(CC(=O)O)c2ccccc2)cc1
.	-18	?	.	0%	.	-5%	2%	-20%	COc1ccc(-c2cccc(NS(=O)(=O)c3cc([N+](=O)[O-])ccc3Cl)c2)nn1
.	-20	-26%	.	-5%	.	-1%	9%	-20%	Cc1ccsc1C(=O)N1CC=C(c2ccccc2)CC1
.	-4	13%	.	14%	.	-4%	.	-15%	COc1cccc(/C=N/Nc2ccc(Cl)nn2)c1OC
6%	-26	14%	-4%	-12%[60.1 µM]	3%	9%	.	-13%	COc1ccc(-c2nc3scc(CCNS(=O)(=O)c4ccc5c(c4)OCCO5)n3n2)cc1OC
.	24	34%[activator]	.	-7%	.	-1%	42%[activator]	-11%	CC(C)CN(C(=O)C1CC1)c1c(N)n(Cc2ccccc2)c(=O)[nH]c1=O
-3%	3	2%	-10%	1%	-6%	-3%	-1%	-8%	Cc1c(C(=O)Nc2cc(S(=O)(=O)N3CCOCC3)ccc2N2CCOCC2)oc2ccccc12
-23%	.	4%	-4%	-9%	0%	-4%	0%	-9%	CCCOc1ccc(Cn2ccnc2)cc1[N+](=O)[O-]
28%	-19	-6%	-4%	?	-5%&-11%&-3%&-22%	-8%	-9%&-4%&2%&-4%&-1%	-2%	CC1=C(/C=C/C(C)=C/C=C/C(C)=C/C(=O)O)C(C)(C)CCC1
3%	-2	-8%[58.9 µM]	5%	-5%	2%	-3%	6%	-13%	Cc1cc(C(=O)O)c(C)n1Cc1ccncc1
2%	-7	?	-5%	-10%	-1%	i	5%	-11%	Cc1ccc(S(=O)(=O)CCc2nnc(NC(=O)c3ccccn3)s2)cc1
-23%	1	10%	-18%	7%	0%	-2%	5%	-15%	Cc1cc(NC(=O)CCSc2ccccc2)no1
-1%	-2	15%	-6%	0%	1%	6%	-4%	8%	O=C(OCCCC(=O)N1CCOCC1)c1ccccc1
0%	26	15%	-8%	-11%	0%	-9%	-2%	-2%	CC(C)CC(C(=O)O)N1C(=O)C2C3C=CC(C2C1=O)C1C(=O)N(C(CC(C)C)C(=O)O)C(=O)C31 (stereo not given)
-17%	-1	44%[activator]	-17%	13%	-1%	-2%	-2%	-8%	O=C(Nc1ccccc1)O/N=C(\c1ccccc1)c1ccccn1

Next section.
Pol beta inh	RXFP1 antagonist	POLI inh	Anesthetic bind	Pol kappa inh	BLM inh	PGK inhibitor	APEX1 inh	Pol eta inh	SMILES
18%	.	14%	6%	-8%	-10%	-1%	-1%	-29%	COc1ccc(OC)c(Nc2nc(C3CC3)nc3c2nnn3Cc2ccccc2)c1
8%	-12	-11%	-9%	-6%	1%	i	1%	1%	COc1ccc(C(=O)COc2ccc(NC(C)=O)cc2)cc1
8%[57.1 µM]	.	9%	27%	-6%	-6%	2%	-7%	-10%	COc1ccc(S(=O)(=O)N2CCCCCC2)cc1N(C)S(=O)(=O)c1ccc(C)cc1
0%	28	-3%	0%	-10%	0%	.	-3%	-3%	Cc1cccc(C(=O)Nc2ncc(CN3CCOCC3)s2)c1
4%	?	32%[activator]	-6%	0%	-1%	i	16%	-15%	CCOC(=O)C(CC)(CCC(=O)O)c1csc(Nc2ccc(C)cc2)n1 (stereo not given)
.	.	8%	.	-6%	.	0%	-18%	-2%	O=C1CC/C=C\C[C@@H](CC(=O)N(CCO)Cc2ccccc2)C(=O)N[C@H](Cc2ccccc2)CO1
-4%	2	11%	-7%	-11%	2%	-1%	4%	7%	CCOCCCNC(=O)C(c1ccc(C)cc1)N(Cc1ccc2c(c1)OCO2)C(=O)CNC(C)=O (stereo not given)
30%	8	0%	-10%	0%	-3%	-8%	-5%	-3%	Clc1ccc(-c2nnc(-c3ccccc3Cl)o2)cc1

Complete entries from above. Values in the order: Pol beta inh, RXFP1 antagonist, POLI inh, Anesthetic bind, Pol kappa inh, BLM inh, PGK inhibitor, APEX1 inh, Pol eta inh
Record of O=C1CC/C=C\C[C@@H](CC(=O)N(CCO)Cc2ccccc2)C(=O)N[C@H](Cc2ccccc2)CO1 → ., ., 8%, ., -6%, ., 0%, -18%, -2%
Record of CCOCCCNC(=O)C(c1ccc(C)cc1)N(Cc1ccc2c(c1)OCO2)C(=O)CNC(C)=O (stereo not given) → -4%, 2, 11%, -7%, -11%, 2%, -1%, 4%, 7%
Record of COc1ccc(C(=O)COc2ccc(NC(C)=O)cc2)cc1 → 8%, -12, -11%, -9%, -6%, 1%, i, 1%, 1%
